High-throughput results from PubChem BioAssay.
Hck-Nef inh = inhibitors of Nef-activated human Hck kinase, primary screen, biochemical, Z-Lyte FRET, 384-well, Hck-YEEI; Tyrosine-protein kinase HCK (Homo sapiens), P08631; Recombinant Hck-YEEI plus Nef, Z-Lyte FRET kinase assay; inhibition, % at 20 µM; hit rate 0.68% among 220,000;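 active = Hck-Nef kinase inhibition above about 50%, limit read from the data; inactive = inhibition below that limit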;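 also: 0% = DMSO with Hck plus Nef and 100% = Hck alone without Nef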
Target sequence (P08631 whole entry, looked up): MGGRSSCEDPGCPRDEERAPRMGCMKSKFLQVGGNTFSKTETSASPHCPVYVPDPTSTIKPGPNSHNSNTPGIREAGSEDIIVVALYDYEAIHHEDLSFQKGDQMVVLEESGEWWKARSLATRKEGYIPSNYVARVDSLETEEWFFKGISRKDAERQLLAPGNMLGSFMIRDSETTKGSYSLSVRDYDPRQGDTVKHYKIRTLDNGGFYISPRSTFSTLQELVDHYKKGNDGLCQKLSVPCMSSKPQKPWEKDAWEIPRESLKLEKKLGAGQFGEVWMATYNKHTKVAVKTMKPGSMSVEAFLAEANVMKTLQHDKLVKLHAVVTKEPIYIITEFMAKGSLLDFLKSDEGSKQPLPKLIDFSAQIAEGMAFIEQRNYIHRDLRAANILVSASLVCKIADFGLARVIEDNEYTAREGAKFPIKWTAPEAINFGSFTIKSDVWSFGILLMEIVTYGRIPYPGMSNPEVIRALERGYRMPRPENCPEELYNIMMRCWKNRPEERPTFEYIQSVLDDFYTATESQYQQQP
p97 inhibitor = inhibitors of human p97 ATPase, primary screen, biochemical. inhibition, % at 8 µM. Transitional endoplasmic reticulum ATPase (Homo sapiens), P55072. recombinant p97 ATPase, Kinase-Glo ATP luminescence, 3 h. hit rate 0.42% among 220,000; in the data active = inhibition above about 15%;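 also: 0% = DMSO vehicle and 100% = wells lacking enzyme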
Runt-CBFb FRET = inhibitors of RUNX1 Runt–CBFb binding, primary screen, biochemical, FRET, Cerulean-Runt, Venus-CBFb, uHTS. Cerulean-Runt/Venus-CBFb FRET ratio 530/480, 1 h. inhibition, % at 20 µM. hit rate 0.46% among 220,000. AID 1496, 2009;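 active = inhibition over about 50% at 20 µM in the single-dose screen, limit read from the data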;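 also: 0% = DMSO wells and 100% = excess unlabeled CBFb competitor control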
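Measured by: fluorescence energy transfer, 422 nm excitation, 530/480 nm emission; Assay system: Cerulean-Runt domain; Medium: Tris pH 7.5 buffer with BSA; Measure: loss of energy transfer signal; Controls: 5 µM unlabeled CBFb as full-inhibition high control; Incubation: protein complex preformed 1 h, compound exposure 1 h, room temperature, dark.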
MDM2 E3 inh = MDM2-luciferase reporter signal enhancers, primary screen, MDM2 E3 ligase inhibitor project, cell-based, luminescence, 1536-well; cell-based MDM2 ubiquitination luciferase reporter, 2 h; 0 = plate control, 100 = twice control, blank-subtracted; signal enhancement, % at 5 µM; hit rate 0.11% among 210,000; AID 1230, 2008; E3 ubiquitin-protein ligase Mdm2 (Homo sapiens), Q00987;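 active = signal enhancement of 30% or more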;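 also: luminescence tracks abundance of the self-degrading MDM2-luciferase fusion protein; higher signal means inhibition of MDM2 E3 ligase activity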
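Material: stable MDM2–luciferase fusion reporter cells / Quantity: 2000 cells/well / Dosing: single 5 µM compound dose, 0.2% final DMSO / Buffer or medium: DMEM / Schedule: 4 h cell settling then 2 h compound exposure, 37 °C / Detection: luminescence with SteadyLite reagent, 15 min at room temperature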
NPY2 pot ag = NPY-Y2 potentiators or agonists, primary screen, cell-based. cells expressing NPY-Y2, potentiator/agonist read-out. activation, % at 3.6 µM. hit rate 0.45% among 220,000. AID 1359, 2008; in the data active = activation above about 27%;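 also: cells stimulated with NPY near EC25 plus isoproterenol at EC100; 0% = vehicle plus submaximal agonist and 100% = vehicle plus saturating agonist; some results beyond the cut were filed as inactive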
RBBP9 inhibitor = human RBBP9 inhibitors, primary screen, biochemical, fluorescence polarization, FP-Rh probe, HTS; Serine hydrolase RBBP9 (Homo sapiens), O75884; recombinant RBBP9; inhibition, % at 7.94 µM; hit rate 0.2% among 220,000;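 active = inhibition above the campaign mean of all tested compounds plus 3 SD, cut at about 14% in these data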;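 also: plate controls were DMSO wells with RBBP9 for no effect and wells lacking RBBP9 protein for full effect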
Target sequence (O75884 whole entry, looked up): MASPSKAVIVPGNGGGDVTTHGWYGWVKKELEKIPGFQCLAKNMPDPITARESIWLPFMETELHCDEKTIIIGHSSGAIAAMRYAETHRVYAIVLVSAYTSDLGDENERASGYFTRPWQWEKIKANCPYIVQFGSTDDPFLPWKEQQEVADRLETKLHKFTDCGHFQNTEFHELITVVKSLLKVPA
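Measured by: FP readout at 525/598 nm; material: recombinant human RBBP9; also added: Serine-hydrolase probe FP-Rh, 375 nM pre-mixing; medium: Tris buffer pH 8.0, NaCl, Pluronic; replication: one well per compound; doses: one concentration, 7.94 µM nominal, 0.794% DMSO; timing: preincubation 30 min plus labeling 45 min at 25 °C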
NPY Y1 blocker = NPY-Y1 receptor antagonists, primary screen, cell-based; Neuropeptide Y receptor type 1 (Homo sapiens), P25929; HEK293-CNG Y1 cells, membrane potential fluorescence; NPY at EC95, then isoproterenol; inhibition, % at 3.6 µM; hit rate 1% among 200,000; AID 1040, 2008;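 active = inhibition above the campaign mean inhibition of all tested compounds plus 3 SD, cut at about 20% in these data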;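 also: 0% = DMSO wells given NPY plus isoproterenol and 100% = isoproterenol alone without NPY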
Target sequence (P25929 whole entry, looked up): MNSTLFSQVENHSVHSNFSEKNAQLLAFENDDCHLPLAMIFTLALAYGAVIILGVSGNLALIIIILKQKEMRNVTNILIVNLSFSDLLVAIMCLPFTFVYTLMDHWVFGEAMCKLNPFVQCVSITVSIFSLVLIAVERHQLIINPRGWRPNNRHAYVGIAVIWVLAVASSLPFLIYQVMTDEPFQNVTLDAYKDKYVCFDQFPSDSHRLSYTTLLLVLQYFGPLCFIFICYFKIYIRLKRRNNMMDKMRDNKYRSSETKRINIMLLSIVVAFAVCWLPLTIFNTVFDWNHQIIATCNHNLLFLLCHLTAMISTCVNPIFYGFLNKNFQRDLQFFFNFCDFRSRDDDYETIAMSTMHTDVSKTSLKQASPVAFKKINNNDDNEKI
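System: HEK293 cells with Y1 receptor plus CNG channel / Probe or stimulus: NPY 25 nM then isoproterenol 1 µM plus Ro 20-1724 25 µM / Compound: one concentration, 3.6 µM, in 0.4% DMSO / Schedule: compound incubation 1 h at room temperature, readout 45 min post-stimulation / Measured by: membrane potential fluorescence / Read-out: % inhibition of NPY effect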
NPY1 pot ag = NPY-Y1 receptor potentiators or agonists, primary screen, cell-based | NPY-Y1 expressing cells, potentiator/agonist activation | AID 1304, 2008 | hit rate 0.37% among 220,000 | Neuropeptide Y receptor type 1 (Homo sapiens), P25929 | activation, % at 3.6 µM; in the data active = activation above about 33%, passing the limit was not always enough;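 also: cells stimulated with NPY at EC10 then isoproterenol at EC100; 0% = low agonist plus stimulus and 100% = saturating agonist plus stimulus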
Runt-SMMHC FRET = inhibitors of RUNX1 Runt–CBFb-SMMHC binding, primary screen, biochemical, FRET, Cerulean-Runt, Venus-CBFb-SMMHC, uHTS; Runt-related transcription factor 1 (Homo sapiens) + Core-binding factor subunit beta …; AID 1434, 2008; hit rate 0.74% among 220,000; inhibition, % at 20 µM; Cerulean-Runt/Venus-CBFb-SMMHC FRET ratio 530/480, 1 h;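 active = mean inhibition across duplicate retests at 20 µM reaching about 50%, limit read from the data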;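 also: 0% = DMSO wells and 100% = wells with excess untagged CBFb-SMMHC; inhibitors lower the FRET ratio by blocking Runt binding to CBFb-SMMHC; some results filed as inactive read as strong as hits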
An asterisk follows results filed as active; / = no result given; & = joins results of further samples.

SMILES | Hck-Nef inh | p97 inhibitor | Runt-CBFb FRET | MDM2 E3 inh | NPY2 pot ag | RBBP9 inhibitor | NPY Y1 blocker | NPY1 pot ag | Runt-SMMHC FRET
Cc1nn(CCc2n[nH]c(=S)n2-c2cccc(Cl)c2)c(C)c1[N+](=O)[O-] | -1 | 3 | 7 | 13 | 2 | -6 | 3 | -16 | 8
O=C(O)CCCN(Cc1cccc(Br)c1)S(=O)(=O)c1ccc(Br)cc1 | 21 | 3 | -12 | 2 | -5 | -7 | -8 | 6 | -8
Cc1ccccc1N1CCN(S(=O)(=O)c2ccc3oc(=O)ccc3c2)CC1 | 0 | -1 | 6 | 7 | 8 | -7 | 1 | 3 | -1
Cc1ccc2nc(C)cc(N3CCOCC3)c2c1 | 1 | -1 | 2 | 7 | -6 | -4 | 1 | -6 | -3
COc1ccc(C(=O)c2ccc(N3CCOCC3)cc2)c(OC)c1 | 4 | 0 | 0 | -5 | 4 | -2 | 2 | -25 | -5
c1cc(C2CCN(Cc3nc(-c4ccc5c(c4)OCO5)no3)CC2)ccn1 | 3 | -1 | -2 | -11 | 19 | -3 | 5 | 5 | 1
COc1cccc(/C=N/N2CCN(C)CC2)c1 | 3 | 1 | -2 | -4 | -5 | -6 | -3 | 4 | 2
CC(C)C(c1nnnn1CCc1ccccc1)N1CCOCC1 (centres undefined) | 2 | -1 | -3 | -13 | 3 | -9 | 6 | -12 | 3
Cc1ccccc1NC(=S)NCc1ccc2[nH]c3c(c2c1)CCCC3 | -4 | 6 | -13 | / | 1 | -9 | -5 | 12 | -7
COc1ccc(/C=N/NC(=O)c2ccccc2OCc2ccccc2)c(OC)c1 | 18 | 9 | -4 | -7 | -64 | -5 | 25* | -41 | -2
Cc1cc(C)c2c(CC(=O)O)c(C)[nH]c2c1 | 12 | 8 | 2 | -6 | 12 | -9 | -1 | 4 | -1
O=C(CNC(=O)c1ccccc1F)NCCOc1ccccc1Cl | 1 | -5 | -2 | -1 | -21 | -9 | 3 | -41 | 2
O=Cc1ccc(O)c2ncccc12 | -1 | 5 | 43 | -14 | 1 | -3 | / | 9 | 74*
CC(C)Oc1cccc(C(=O)Nc2ccc(CN3CCOCC3)cc2)c1 | 3 | 4 | -2 | -14 | 3 | 3 | 1 | -2 | 1
Cc1cccc(C)c1NC(=S)N/N=C/c1c(Cl)cccc1Cl | 12 | -8 | -1 | -20 | -7 | -9 | -5 | 4 | -11
O=C(Nc1cc(S(=O)(=O)N2CCCCC2)ccc1O)c1ccccc1NS(=O)(=O)c1ccc(F)c(F)c1 | -2 | -5 | -2 | -3 | 14 | -11 | 0 | 2 | -5
Cc1ccc(-n2[nH]c(C)c(C=Nc3cc(C)ccn3)c2=O)cc1 | 1 | -35 | 2 | -8 | 1 | -9 | -4 | -6 | -2
Cc1cccc(OCC(=O)N2CCN(C(=O)c3ccc([N+](=O)[O-])cc3)CC2)c1 | 25 | 3 | 0 | -2 | 1 | -9 | 10 | 16 | 0
CS(=O)(=O)N1CCN(C2C3CC4CC(C3)CC2C4)CC1 (centres undefined) | 21 | -4 | / | -8 | -26 | -4 | 4 | 9 | /
CCOC(=O)C1CCN(CC(O)COc2ccc(C(=O)CC)cc2)CC1 (centres undefined) | 1 | 1 | 2 | -3 | -18 | 2 | 7 | -33 | 0
CN(C)S(=O)(=O)c1cccc(NC(=O)COc2cccc(C#N)c2)c1 | 4 | 6 | 0 | 4 | -4 | -5 | -5 | 3 | 2
O=C(N/N=C/C=C\c1ccccc1[N+](=O)[O-])c1ccncc1 | 17 | 3 | 0 | 10 | -6 | 10 | -4 | 15 | 0
Cc1ccc(NC(=O)CSc2ncccc2C(=O)Oc2cccc([N+](=O)[O-])c2)cc1Cl | 0 | -6 | -3 | -12 | -8 | -2 | -3 | -20 | -14
COCCN(CCOC)Cc1cc(=O)oc2cc3c(cc12)CCC3 | 0 | -8 | -3 | -1 | -15 | -5 | 10 | 10 | 2
COc1ccc(-c2cc(C#N)nc(Oc3ccc(Cl)cc3)n2)cc1 | 0 | -1 | 0 | -16 | -6 | 2 | 2 | -21 | -3
COc1cc(C(=O)NCCOc2ccccc2C)c(Br)c(OC)c1OC | 3 | 0 | -2 | -2 | -4 | 9 | 8 | -43 | -6
COC(=O)C1=C(C)N(Cc2ccco2)C(=O)N[C@@H]1c1cccc(C(F)(F)F)c1 | -4 | 2 | 2 | / | 3 | -7 | -5 | -17 | 1
COC(=O)c1[nH]c(C)c(/C(O)=C2\C(=O)C(=O)N(CCN3CCOCC3)C2c2ccccc2OC)c1C (centres undefined) | 1 | 3 | 0 | 4 | 3 | -4 | -1 | 4 | 4
O=C(CCN1CCN(Cc2ccccc2)CC1)Nc1ccc(OCc2ccccc2)cc1 | 1 | -7 | -2 | -17 | 2 | 1 | -2 | -5 | -3
COc1ccc(CCc2nnc(CCC(=O)N(C)Cc3ccncc3C)o2)cc1 | 14 | -1 | 0 | -4 | 3 | -9 | -6 | -13 | 0
Cc1cc(C)n(-c2nc(Nc3ccccc3)nc(-n3nc(C)cc3C)n2)n1 | 10 | 3 | 1 | -11 | 12 | -3 | -3 | -9 | 9
Cc1ccc(Cl)cc1NC(=S)NN | 10 | 3 | 2 | -11 | -1 | 9 | / | -17 | -5
COCCN1C(=O)/C(=C/c2ccc(OCc3ccc(C(=O)O)cc3)c(OC)c2)SC1=Nc1ccccc1 | 0 | -8 | 8 | 3 | -3 | -8 | -1 | 8 | -26
Cc1cc(N2CCOCC2)nc(N2CCOCC2)n1 | 30&8 | 3&1 | 0&-1 | -2 | 6&-13 | -7&-4 | -4 | 8&8 | -2&-2
O=C(NC(C(=O)N/N=C/c1cccnc1)c1n[nH]c(=O)c2ccccc12)c1ccccc1 (centres undefined) | 7 | 11 | 0 | -4 | 4 | 1 | / | -5 | -4
CCC(C)(C)NC(=O)C(c1cccs1)N(C(=O)c1ccn[nH]1)c1ccccc1 (centres undefined) | 17 | 2 | 0 | -4 | 4 | -6 | -1 | 16 | -6
Cc1ccc(C(=O)O)cc1NC(=O)C1CCCN1S(=O)(=O)c1cccc2nsnc12 (centres undefined) | 1 | 3 | 0 | -16 | -13 | -1 | -2 | -10 | -5
O=C(CN1CCCCC1)Nc1cccc2c1OCO2 | 2 | -1 | 0 | -2 | 3 | -5 | 6 | -15 | -2
CCCCCNc1nc2ccccc2nc1NS(=O)(=O)c1cccs1 | 2 | 0 | 0 | -10 | -5 | -5 | 10 | -30 | 1
O=C(NC1CC1)C1=C[C@@H](c2ccccc2)C[C@@H](OCc2ccc(CO)cc2)O1 | 27 | / | 4 | 10 | / | / | / | / | 3
O=C(CSc1nnc(-c2ccco2)n1Cc1ccco1)Nc1ccccc1 | -2 | 3 | 0 | -13 | -9 | -7 | 2 | 16 | 7
Cc1ccc2c(CC(=O)NCc3ccco3)coc2c1C | 4 | 1 | 2 | -16 | -12 | 5 | 9 | 12 | 7
Cc1ccc(Sc2ncccc2C(=O)O)cc1C | 3 | 4 | -2 | -22 | -7 | -10 | 10 | -16 | 1
COc1ccc(NC(=O)c2ccc(CNc3c(NC4CCCCC4)c(=O)c3=O)cc2)cc1OC | 25 | -13 | 2 | -12 | 8 | -5 | 2 | -4 | -2
CCOC(=O)N1CCN(C(=O)Nc2ccc(Cl)cc2)CC1 | 2 | -10 | -1 | -16 | -8 | -1 | -2 | 4 | 0

Brought forward from above: 3 entries; new compounds follow.
SMILES | Hck-Nef inh | p97 inhibitor | Runt-CBFb FRET | MDM2 E3 inh | NPY2 pot ag | RBBP9 inhibitor | NPY Y1 blocker | NPY1 pot ag | Runt-SMMHC FRET
Cc1ccc(Sc2ncccc2C(=O)O)cc1C | 3 | 4 | -2 | -22 | -7 | -10 | 10 | -16 | 1
COc1ccc(NC(=O)c2ccc(CNc3c(NC4CCCCC4)c(=O)c3=O)cc2)cc1OC | 25 | -13 | 2 | -12 | 8 | -5 | 2 | -4 | -2
CCOC(=O)N1CCN(C(=O)Nc2ccc(Cl)cc2)CC1 | 2 | -10 | -1 | -16 | -8 | -1 | -2 | 4 | 0
c1ccc(-c2csc(-c3ccc(-c4csnn4)cc3)n2)cc1 | 5 | 2 | 1 | 2 | -23 | 7 | / | -29 | -2
CN1c2ccc(Cl)cc2C(=O)NC1C1CC=CCC1 (centres undefined) | -4 | -2 | 42 | -6 | 8 | 3 | / | 1 | 95*
CC(=O)N1CCN(CC(=O)Nc2ccc(C)c(S(=O)(=O)N(C)C)c2)CC1 | 16 | -2 | 0 | -13 | -4 | -7 | -1 | -5 | 0
CC(C)n1c(NCc2nc3ccccc3n2C)nc2ccccc21 | -1 | 3 | -2 | 20 | -5 | -5 | 8 | -20 | 1
COc1ccc(OC)c(CNCCNC(=O)c2ccco2)c1 | 4 | 3 | 1 | -3 | -5 | 1 | -3 | 22 | -1
CCOC(=O)c1sc(NC(=O)Nc2ccc(F)cc2)nc1C | 0 | -6 | 1 | -44 | 9 | -6 | 1 | 10 | 2
COc1ccc(C)cc1NC(=O)CN1CCN(c2ccccc2F)CC1 | 1 | -6 | 0 | -4 | -2 | -6 | 12 | -11 | 1
CC(/C=C\C=C\c1ccccc1)=N\NC(=O)c1cncc(Br)c1 | 22 | 7 | -1 | -8 | 12 | -10 | 2 | -4 | -2
COc1cc(Cl)c([C@@H]2C[C@H]3CN(c4ccccc4)C(=O)[C@]34CCCN24)cc1OC | 12 | -3 | 0 | -11 | -2 | 0 | 3 | -5 | -1
O=C(CSCC(=O)c1ccccc1)Nc1ccccc1Cl | 0 | -3 | 1 | -3 | -22 | -6 | 8 | -6 | 2
